Screening data as filed in PubChem BioAssay.
hDAT+cocaine – human DAT dopamine uptake with cocaine, either direction. LLC-PK1 hDAT cells, [14C]-dopamine uptake with cocaine IC80; actives deviate in either direction. Q01959. 110,000 tested, 1.3% active. B-score at 10 µM;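 active = Z score or B-score, a plate-position-corrected score, falls beyond the plate's 99.7% confidence bounds, in either direction; inactive = both scores lie inside the 99.7% bounds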;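 also: scored against the spread of the other compound wells on the same plate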
Target sequence (Q01959 whole entry, looked up): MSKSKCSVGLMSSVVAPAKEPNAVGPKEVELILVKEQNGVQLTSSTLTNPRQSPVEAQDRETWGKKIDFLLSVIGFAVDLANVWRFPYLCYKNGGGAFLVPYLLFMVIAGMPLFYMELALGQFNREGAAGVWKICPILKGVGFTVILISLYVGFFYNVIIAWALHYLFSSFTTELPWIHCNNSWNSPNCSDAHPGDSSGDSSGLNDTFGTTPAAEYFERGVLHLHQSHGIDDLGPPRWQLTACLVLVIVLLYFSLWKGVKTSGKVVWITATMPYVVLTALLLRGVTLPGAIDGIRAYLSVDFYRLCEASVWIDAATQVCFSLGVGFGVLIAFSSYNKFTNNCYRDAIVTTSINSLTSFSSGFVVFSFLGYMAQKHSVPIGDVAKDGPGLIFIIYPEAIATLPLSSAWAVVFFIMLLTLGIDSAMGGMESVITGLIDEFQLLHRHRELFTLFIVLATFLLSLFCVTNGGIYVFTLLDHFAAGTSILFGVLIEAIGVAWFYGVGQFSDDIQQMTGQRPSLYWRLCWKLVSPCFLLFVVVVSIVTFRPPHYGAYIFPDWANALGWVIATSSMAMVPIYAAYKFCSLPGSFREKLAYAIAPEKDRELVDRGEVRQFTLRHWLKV
VCAM1 TNFa inh – reduces TNF alpha induced VCAM1 expression in HUVEC; HUVEC TNFa-induced VCAM-1 immunofluorescence, high-content imaging; inhibition, % at 2 µM; 95,000 tested, 0.48% active;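 active = inhibition above the batch mean plus 3 SD, with images confirmed as a hit by eye, cut at about 37% in these data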;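 also: 0% = TNF-stimulated DMSO wells and 100% = unstimulated control wells; not every result past the cut was called active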
cytoskel mod – alters cytoskeleton assembly in HUVEC cells | AID 836 | HUVEC TNFa F-actin phalloidin imaging, high content | inhibition, % at 2 µM | 91,000 tested, 0.18% active;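 active = inhibition above the batch mean plus 3 SD and confirmed as a hit by visual image inspection, cut at about 30% in these data, passing the limit was not always enough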; also: strong numbers were not always called active
LYP inh 2 – LYP (human) phosphatase inhibition; Q9Y2R2; recombinant LYP catalytic domain, DiFMUP fluorescence; inhibition, % at 2 µM; 96,000 tested, 0.21% active; AID 640;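 active = inhibition at 2 µM at or above a set limit, the screen mean plus 3 SD, cut at about 24% in these data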;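 also: 0% = DMSO with enzyme and 100% = enzyme fully blocked by orthovanadate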
HUVEC tox TNFa – toxic to HUVEC cells under TNF alpha stimulation | 93,000 tested, 0.17% active | cell count reduction, % at 2 µM | HUVEC TNFalpha-stimulated, Hoechst cell count, imaging;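 active = cell count reduction exceeding the screen mean by over 5 SD, scaled to untreated wells per plate, cut at about 78% in these data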;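 also: cells counted after 24 h of TNF alpha exposure following the 1 h pretreatment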
MT1-MMP txn act – MT1-MMP promoter transcription activation; HT1080 MT1-MMP promoter luciferase reporter, luminescence, overnight; stronger effect = higher value; activation factor at 10 µM; 86,000 tested, 0.16% active; AID 750;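 active = activation factor of at least 2 for MT1-MMP transcription at 10 µM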
Smad3 FoxH1 inh – blocks human Smad3 binding to FoxH1 peptide. P84022. AID 630. inhibition, % at 25 µM. 88,000 tested, 0.29% active. TR-FRET Smad3/Dy647-FoxH1 peptide binding, europium anti-His;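 active = compounds that reduce the energy-transfer binding signal between the protein and its labelled peptide by more than half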;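 also: 0% = Smad3 plus labelled peptide maximal FRET and 100% = peptide-only background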
Target sequence (P84022 whole entry, looked up): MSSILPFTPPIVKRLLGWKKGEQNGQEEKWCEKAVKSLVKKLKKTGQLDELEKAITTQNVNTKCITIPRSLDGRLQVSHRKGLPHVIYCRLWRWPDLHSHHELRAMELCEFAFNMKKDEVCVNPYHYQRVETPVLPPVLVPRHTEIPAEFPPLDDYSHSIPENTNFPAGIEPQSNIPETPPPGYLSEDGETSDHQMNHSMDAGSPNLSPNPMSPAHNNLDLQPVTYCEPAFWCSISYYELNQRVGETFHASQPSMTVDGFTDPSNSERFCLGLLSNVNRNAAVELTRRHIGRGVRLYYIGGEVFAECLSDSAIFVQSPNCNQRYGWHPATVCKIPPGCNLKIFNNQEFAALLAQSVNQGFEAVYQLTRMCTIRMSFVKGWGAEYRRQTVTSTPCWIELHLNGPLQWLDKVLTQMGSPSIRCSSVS
HUVEC tox IL1B – toxic to HUVEC cells under IL-1B stimulation; HUVEC cell count loss, Hoechst imaging, IL-1B stimulated; cell count reduction, % at 2 µM; 94,000 tested, 0.41% active;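 active = cell count reduction more than 3 SD above the screen-wide mean, cut at about 70% in these data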;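 also: normalized per plate to untreated control cells as the no-loss baseline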
Candida biofilm – kills Candida albicans biofilms; C. albicans biofilm + clotrimazole, Alamar Blue; inhibition, % at 6 µM; 85,000 tested, 0.14% active; AID 834;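 active = inhibition above 20%; inactive = inhibition below 20%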;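 also: preformed 24 hr biofilms exposed to compound for 48 hr; 0% = biofilm without compound and 100% = blank killed by clotrimazole plus chlorhexidine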
The depositor's hits bear a star; nt = no result given; [ ] = dose if it differs, or a comment.

SMILES	hDAT+cocaine	VCAM1 TNFa inh	cytoskel mod	LYP inh 2	HUVEC tox TNFa	MT1-MMP txn act	Smad3 FoxH1 inh	HUVEC tox IL1B	Candida biofilm
Cc1csc2ncc(C(=O)N3CCc4ccccc43)c(=O)n12	-0.64	10	1	0	1	1.2	1[fluorescence artefact?]	6	13
Cn1c(=O)c2c(nc(CN3CCc4ccccc4C3)n2CC(=O)c2ccccc2)n(C)c1=O	-0.91	15	-2	-9	-8	1.2	11	0	2
Cc1cccc(C)c1NC(=O)C1NC(=O)CC1c1ccccc1 (stereo unspecified)	0.68	-9	9	5	-18	nt	-9	-5	6
CC(=O)c1ccc(NC(=O)C(C)Sc2nnnn2C)cc1 (stereo unspecified)	-0.8	8	28	5	7	1	0	10	4
CCOC(=O)/C(C#N)=C/c1cc2ccccc2nc1Cl	-0.85	-7	-23	10	17	nt	nt	-6	nt
O=C(c1ccc(S(=O)(=O)N2CCOCC2)cc1)N1CCN(c2cccc(Cl)c2)CC1	1.3	-8	-3	7	3	1.2	2	-5	2
O=C(CN(C(=O)Cn1nnc(-c2cccs2)n1)c1ccc2c(c1)OCCO2)NC1CCCCC1	1.1	-56	-9	10	9	1.2	9	46	10
NC(=O)c1ccc(NCc2ccco2)c([N+](=O)[O-])c1	1.2	20	-7	4	-23	nt	nt	4	nt
CCOc1ccc(Nc2cc(=O)n(C)c(=O)n2C)cc1	nt	3	30	1	-19	1.2	nt	-23	nt
CCN(CC)C(=O)C1CCCc2c1[nH]c1ccc(Cl)cc21 (stereo unspecified)	2	9	-15	2	-20	1.3	-19	-22	1
Cc1ccc2c(c1)nnn2C1CCN(CC(=O)N2CCN(c3ccc(F)cc3)CC2)CC1	1.2	7	6	6	-20	1	2	-8	8
CCOC(=O)C(C)On1c(SC(C)C(=O)OCC)nc2ccccc2c1=O (stereo unspecified)	-0.4	4	4	-2	-16	0.9	6	7	10
COc1ccc(CCNC(=O)c2cc3ccccn3n2)c(OC)c1OC	-0.64	5	-8	-4	13	1.1	2	4	-11
CCC(C)c1ccc(Nc2ncccc2C#N)cc1 (stereo unspecified)	-0.53	22	14	13	-8	nt	nt	nt	nt
Cc1nn(CCc2n[nH]c(=S)n2C)c(C)c1Br	1.1	-7	5	1	-28	nt	nt	5	nt
N/C(=N\OC(=O)Cc1ccc(Cl)cc1)c1cccnc1	0.43	3	-8	6	9	nt	nt	9	nt
Cc1ccc(S(=O)(=O)N/N=C2/CC(c3ccccc3)Oc3ccccc32)cc1[N+](=O)[O-] (stereo unspecified)	-1.1	28	-22	2	-11	nt	nt	17	nt
CC(CCO)Nc1nc2c([nH]1)c(=O)n(C)c(=O)n2C (stereo unspecified)	0.1	-2	6	-7	7	1.1	-1	13	3
COCCNC(=O)c1onc(CSc2ccccc2)c1C(=O)O	0.006	-2	11	5	-16	nt	nt	-4	nt
CCOC(=O)C(C)c1c(C)[nH]c(=S)[nH]c1=O (stereo unspecified)	nt	2	-1	3	-24	1.1	-7	-18	4
COC(=O)CN(c1ccc2c(c1)OCO2)S(C)(=O)=O	-0.38	-1	1	-4	13	1.1	nt	7	nt
CCOCC(=O)Nc1nnc(COc2ccc(Cl)cc2)s1	1.8	8	0	-1	-48	1.1	nt	-23	nt
CC1CCCC(NS(=O)(=O)c2ccc3c(c2)OCCO3)C1C (stereo unspecified)	-0.63	-2	19	-8	-44	1	4	-4	8
CCSc1ccccc1C(=O)Nc1nncs1	-0.16	-34	3	11	nt	1	-11	34	0
Cc1cccc(N2C(=O)CC(N3CCN(c4cccc(C(F)(F)F)c4)CC3)C2=O)c1 (stereo unspecified)	-0.5	-5	-3	8	-1	1.1	17[fluorescence artefact?]	7	8

Next part:
SMILES	hDAT+cocaine	VCAM1 TNFa inh	cytoskel mod	LYP inh 2	HUVEC tox TNFa	MT1-MMP txn act	Smad3 FoxH1 inh	HUVEC tox IL1B	Candida biofilm
CCN(CCNC(=O)c1cc(C)nn1-c1ccccc1)c1ccccc1	-1.1	nt	nt	nt	nt	1	-1	nt	13
CCOc1ccc(Nc2nc(Cc3nnc(SCC(=O)c4ccc(C)cc4)o3)cs2)cc1	-0.57	20	-2	9	31	1	-4	33	-2
O=C(NCN1CCc2ccccc2C1)c1cnccn1	-0.66	-7	nt	-30	-44	1.1	-9	-55	10
O=C(CCC1COc2ccccc2O1)NCc1ccccc1 (stereo unspecified)	0.014	12	-23	-4	12	nt	-5	11	2
N#CC1(c2ccccc2)CCCN1C(=O)c1ccccc1Cl (stereo unspecified)	0.079	9	0	3	-10	1.1	17	-2	-3
O=C(Cc1n[nH]c(=O)c2ccccc12)NCc1ccccn1	-1.1	9	-16	2	5	1.2	nt	-5	nt
CCC(CC)c1nnc(NC(=O)Oc2ccccc2)s1	-0.092	14	-26	-9	11	1.1	3	4	11
COc1ccc(-c2nnc(SCC(N)=O)n2N)cc1	-0.82	-19	23	6	4	1.1	6	-6	7
O=S(=O)(NCCc1csc(-c2cccnc2)n1)c1ccc2c(c1)OCCO2	0.18	-6	-9	-1	-12	1.1	17	2	17
O=C(NC1CCCCCC1)c1c(O)c2ccccc2[nH]c1=O	0.99	8	12	8	-28	1.4	3	26	8
Cc1ccc(CC2CC(=O)N(c3ccncc3)C2=O)cc1 (stereo unspecified)	0.43	-1	47	-6	-14	1.1	-4	-29	-5
CCN(CC)C(=O)CSc1nc2cccnc2n1-c1ccccc1OC	-1.2	-28	-34	5	14	1.1	-8	11	5
Cc1ccc(N2CC(C(=O)NCc3cccs3)CC2=O)cc1 (stereo unspecified)	0.47	-4	18	3	-10	1.6	-3	-23	7
CC1CCCCN1CC(=O)Nc1sccc1C#N (stereo unspecified)	0.98	-2	5	-7	-17	nt	nt	-4	nt
CCc1ccc(CCC(=O)Nc2ccc(S(N)(=O)=O)cc2)o1	-0.44	15	-6	-6	-17	nt	-6	-19	9
O=S(=O)(NCC(c1cccnc1)N1CCN(c2ccccc2)CC1)c1cccs1 (stereo unspecified)	-0.17	16	6	0	-16	1	6	36	8
COc1cccc(C2=NOC(C(=O)NCc3ccco3)C2)c1 (stereo unspecified)	nt	nt	nt	2	nt	1.2	-8	nt	-5
CC(C)CC(=O)Nc1ccccc1-c1nnn(CC(=O)N2CCOCC2)n1	0.78	1	-14	5	-18	1	0	12	10
CC(/C=N/O)Cc1ccc2c(c1)OCO2 (stereo unspecified)	-1.8	nt	nt	-10	nt	1.1	nt	-16	nt
COCCN1C(=O)C(=O)/C(=C(/O)c2cccc(OC)c2)C1c1ccc(C)o1 (stereo unspecified)	-0.5	-14	16	5	-22	nt	11	-1	3
Cc1ccccc1-n1c(=O)cc(N2CCCCCC2)[nH]c1=O	-1.2	nt	nt	nt	nt	1.1	7	nt	11
COc1ccc(-c2nc(CSCC(=O)N3CCc4ccccc43)c(C)o2)cc1OC	0.47	-3	nt	-2	-25	1.2	5	-43	3
CCC(CC)C(=O)NCCc1ccc(OC)c(OC)c1	-0.92	5	-20	-1	2	nt	-10	-30	-3
O=C(O)c1ccccc1C(=O)N1CCN(c2cccc(Cl)c2)CC1	-0.92	7	10	5	-21	1.1	-4	nt	6
Cc1ccc(NC(=O)NC2CCN(CC(=O)Nc3nccs3)CC2)cc1	0.016	13	0	-16	-10	1.2	-1	-36	7

Continued:
SMILES	hDAT+cocaine	VCAM1 TNFa inh	cytoskel mod	LYP inh 2	HUVEC tox TNFa	MT1-MMP txn act	Smad3 FoxH1 inh	HUVEC tox IL1B	Candida biofilm
Cc1c(NC(=O)c2cc3ccccc3c(=O)s2)c(=O)n(-c2ccccc2)n1C	0.12	6	0	4	-25	nt	-4	4	6
Cn1c2c(c(=O)n(C)c1=O)C(c1ccccc1Cl)CC(=O)N2 (stereo unspecified)	-1.8	-7	-6	4	-11	nt	nt	13	nt
COCc1cc(C(C)=O)ccc1OC	-0.026	16	9	7	-16	1.2	-8	-13	7
O=C(NCC1CCCO1)c1ccc2c(c1)C(=O)N(C1CCCCC1)C2=O (stereo unspecified)	-0.64	4	12	-15	-9	1.2	-2	-13	1
Cn1c(=O)c2c(ncn2CC(O)CO)n(C)c1=O (stereo unspecified)	-0.29	nt	nt	nt	nt	1.1	-3	nt	10
COc1ccc(C(C#N)N2N=C(C)CC2(C)C)cc1 (stereo unspecified)	0.17	3	18	1	-21	1.1	0	-9	2
COc1ccc(C)cc1N(CC(=O)Nc1cccc(N(C)S(C)(=O)=O)c1)S(C)(=O)=O	0.0042	12	-13	-2	-27	0.9	8	27	4
CC(C)OC(=O)CC(=O)CSc1nc2c(cc1C#N)CCCC2	0.64	nt	nt	nt	nt	1.2	6[fluorescence artefact?]	nt	5
C/C(=N\NC(=O)c1ccccc1C)c1cccc([N+](=O)[O-])c1	0.44	7	-10	-5	-2	nt	nt	7	nt
Cc1ccc(-c2c3c(=O)n(C)c(=O)n(C)c3c3nnc4ccccc4n23)cc1	nt	-2	2	-2	-39	1	-1	8	2
O=C(NCc1ccco1)c1nc2c(nnn2Cc2cccc(Cl)c2)c(=O)[nH]1	0.69	9	12	-13	-11	1.2	6	-47	1
NC(=O)c1ccccc1NC(=O)CCCN1C(=O)CCC1=O	-0.061	-8	-8	3	-1	1.2	-1	-80	0
COc1cc(SC)ccc1C(=O)NCCOc1c(C)cc(C)cc1C	-0.16	-3	0	4	-40	nt	nt	-13	nt
C/C(=N\NC(=O)C1COc2ccccc2O1)c1cccs1 (stereo unspecified)	-0.47	-8	3	-8	8	1	-7	36	-4
CCOc1ccc(NC(=O)c2nnn(CC(=O)Nc3ccccc3OC)c2N)cc1	-0.055	2	3	-11	-13	1.4	-1	-14	0
CCOC(=O)C1CCN(C(=O)c2ccccc2Oc2ccccc2)CC1	-0.4	5	-5	1	7	1.2	0	-47	6
O=S(=O)(c1ccc(N2CCCC2)cc1)C(F)(F)F	-0.67	-3	4	-9	-33	1.1	1	-32	2
Cc1ccc(S(=O)(=O)N2CCOCC2)cc1NC(=O)Cn1ccsc1=N	nt	45	-13	-1	-6	nt	nt	-4	nt
Cc1nc(NC(=O)COC(=O)CCS(=O)(=O)c2ccccc2Cl)c(Cl)cc1Cl	-0.57	12	-10	-4	-2	1	-13	0	9
CCCCC(=O)Nc1ccc(C(=O)Nc2ccc3c(c2)OCO3)cc1	1.4	16	-4	-7	-15	1.2	3	-11	8
CC(c1nc2ccccc2c(=O)[nH]1)N1CCN(C)CC1 (stereo unspecified)	-0.091	5	-23	4	2	nt	13	-17	11
O=C(Nc1ccc(Cl)cc1)OCc1cn(-c2ccc(Cl)cc2)nn1	-0.57	-14	-7	-6	0	nt	nt	-94	nt
COc1nc(Nc2ccc3c(c2)OCO3)nc(OC)n1	-0.16	13	3	3	-13	1.2	0	3	0
COc1ccc(Oc2nc(C)nc3c2oc2ccccc23)cc1	1	-29	-11	1	-14	1	-6	-26	-1
COC(=O)c1ccc2c(c1)NC(=O)C(N1CCOCC1)S2 (stereo unspecified)	1	10	-2	4	-21	1.2	nt	-8	nt
N#Cc1cn(CC(=O)N2CCCC2)c2ccccc12	0.18	9	-20	-5	0	1	2	-12	8
CCOn1c(=O)c(-c2ccc(Cl)cc2)[n+]([O-])c2ccccc21	-0.26	-9	11	3	-20	1	0	1	8

Single entries from the list:
COCCNC(=O)c1onc(CSc2ccccc2)c1C(=O)O in hDAT+cocaine → 0.006
Cc1ccc(NC(=O)NC2CCN(CC(=O)Nc3nccs3)CC2)cc1 in HUVEC tox TNFa → -10
Cc1cccc(C)c1NC(=O)C1NC(=O)CC1c1ccccc1 (stereo unspecified) in cytoskel mod → 9

Not all compounds are listed. The share of hits here may be higher or lower than overall.
